OX1R antag-1: OX1R (HCRTR1) antagonists, primary screen, fluorescence, CHO/OX1R cells, Fluo-8 calcium, orexin A; Fluo-8 calcium fluorescence; actives 0.43% (n = 330,000); AID 434989, 2010; inhibition, % at 5 µM; Orexin/Hypocretin receptor type 1 (Homo sapiens), O43613;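 active = inhibition above its plate's threshold, mean inhibition of all tested compounds on the plate plus 3 SD, cut at about 37% in these data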;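 note: 0% = orexin A challenge wells and 100% = SB-334867-A antagonist wells; not every result past the cut was called active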
Target sequence (O43613 whole entry, looked up): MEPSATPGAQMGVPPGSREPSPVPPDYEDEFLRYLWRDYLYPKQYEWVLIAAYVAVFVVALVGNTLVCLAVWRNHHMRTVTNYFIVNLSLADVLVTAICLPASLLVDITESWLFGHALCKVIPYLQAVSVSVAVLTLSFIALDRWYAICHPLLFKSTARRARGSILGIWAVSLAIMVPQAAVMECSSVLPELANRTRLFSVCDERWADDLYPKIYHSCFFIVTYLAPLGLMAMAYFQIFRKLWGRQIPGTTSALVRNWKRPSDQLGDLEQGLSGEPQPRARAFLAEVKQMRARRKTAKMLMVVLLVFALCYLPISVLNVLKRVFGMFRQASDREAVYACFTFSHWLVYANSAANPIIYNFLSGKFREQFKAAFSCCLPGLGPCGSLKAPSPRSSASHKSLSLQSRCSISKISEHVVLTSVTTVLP
OX1R antag-2: antagonists of human orexin 1 receptor (OX1R); Orexin/Hypocretin receptor type 1 (Homo sapiens), O43613; OX1R-expressing cells, FRET antagonist read-out; inhibition, % at 6.6 µM; actives 1.8% (n = 330,000); AID 485270, 2010; in the data active = inhibition mostly above about 38%, no sharp cut-off; inactive = mostly below about 40%;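 note: 0% = agonist challenge alone and 100% = reference antagonist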
* = called active by the depositor. The order is random; 2.1% or so of the library scored in one or more.

1	COc1ccc(NC(=O)CCN2C(=O)[C@@H]3[C@H](C2=O)[C@H]2C=C[C@@H]3C2)cc1
  OX1R antag-1: -22	OX1R antag-2: 6
2	COc1ccc(-c2cc(C(F)(F)F)nc(N3CCOCC3)n2)cc1OC
  OX1R antag-1: -34	OX1R antag-2: 17
3	CC(C)COP(=O)(OCC(C)C)C(O)c1ccc2c(c1)OCO2 (stereo unspecified)
  OX1R antag-1: -23	OX1R antag-2: 3
4	COC(=O)c1ccc(N/N=C/c2cc([N+](=O)[O-])cc(OC)c2O)cc1
  OX1R antag-1: -30	OX1R antag-2: 15
5	O=C(COC(=O)CCc1ccccc1)NNC(=O)c1ccccc1
  OX1R antag-1: -11	OX1R antag-2: 6
6	C=C(C)C(O)CC/C(C)=C/Cc1c(O)ccc(C(=O)/C=C/c2ccc(O)cc2)c1O (stereo unspecified)
  OX1R antag-1: 30	OX1R antag-2: 2
7	O=C(c1ccc([N+](=O)[O-])cc1)N1CCN(Cc2ccccc2)CC1
  OX1R antag-1: -8	OX1R antag-2: 36
8	Cc1csc(NC(=O)C2C3C=CC(O3)C2C(=O)O)n1 (stereo unspecified)
  OX1R antag-1: -26	OX1R antag-2: 5
9	Cn1nccc1C(=O)Nn1cnnc1
  OX1R antag-1: -13	OX1R antag-2: 4
10	CC1CCN(C(=O)c2ccc(S(=O)(=O)Cc3cccc(F)c3)c([N+](=O)[O-])c2)CC1
  OX1R antag-1: -13	OX1R antag-2: 17
11	CCOC(=O)N1CCN(C(=O)c2ccc(C)c(S(=O)(=O)Nc3ccccc3)c2)CC1
  OX1R antag-1: -43	OX1R antag-2: 0
12	COc1ccc(N(CC(=O)NCc2cccnc2)S(=O)(=O)c2ccc(C)c([N+](=O)[O-])c2)cc1
  OX1R antag-1: -32	OX1R antag-2: 14
13	COCCn1c(SCc2cccc([N+](=O)[O-])c2)nc2ccccc2c1=O
  OX1R antag-1: -24	OX1R antag-2: 7
14	COc1cc(OC)c(OC)cc1CN1CCN(C(=O)CC(C)C)CC1
  OX1R antag-1: -3	OX1R antag-2: 2
15	O=C(NCCCC1CCCC1)C1CCC(=O)N(Cc2cccc(F)c2)C1 (stereo unspecified)
  OX1R antag-1: -19	OX1R antag-2: 8
16	Cc1ccc(C(=O)NCC2CCCN2S(=O)(=O)c2ccc(C)cc2)cc1 (stereo unspecified)
  OX1R antag-1: -2	OX1R antag-2: 24
17	CCCCOc1ccc(C2(C(=O)O)CCCC2)cc1
  OX1R antag-1: -7	OX1R antag-2: 6
18	Cc1ccc(/C=C2\SC(=S)N(C3CCS(=O)(=O)C3)C2=O)o1 (stereo unspecified)
  OX1R antag-1: -26	OX1R antag-2: 22
19	Cc1ccc(C)c(Cn2cnc3c(nnn3-c3ccc(F)cc3)c2=O)c1
  OX1R antag-1: -14	OX1R antag-2: 0
20	CC(c1ccccc1)n1cc(C(=O)NCC2COc3ccccc3O2)nn1 (stereo unspecified)
  OX1R antag-1: -25	OX1R antag-2: 9
21	Cc1cccc(C)c1-n1nnnc1SCC(=O)c1c(N)n(C2CC2)c(=O)[nH]c1=O
  OX1R antag-1: -14	OX1R antag-2: 0
22	O=C(/C=C/c1ccco1)Nc1cccc(C(=O)Nc2ccccc2C(=O)O)c1
  OX1R antag-1: -12	OX1R antag-2: 0
23	COc1ccccc1C(=O)NNC(=O)c1cccc(Cl)c1
  OX1R antag-1: -15	OX1R antag-2: 8
24	Cc1ccc(/C=C/C(=O)c2ccccc2O)cc1
  OX1R antag-1: -20	OX1R antag-2: 16
25	CC(C)(C)c1ccc(C(=O)N2CCC(C(=O)NCCC3=CCCCC3)CC2)cc1
  OX1R antag-1: -27	OX1R antag-2: 6

26	O=C(CCNS(=O)(=O)c1ccc(Br)cc1)NC1CCN(Cc2ccccc2)CC1
  OX1R antag-1: -25	OX1R antag-2: -11
27	Cc1cccc(OCCSc2nc3ncnc(N)c3[nH]2)c1
  OX1R antag-1: -10	OX1R antag-2: 20
28	CC(C)(C)c1ccc(C(=O)Nc2ccc(C(=O)N3CCOCC3)cc2)cc1
  OX1R antag-1: -18	OX1R antag-2: 7
29	Cc1ccsc1/C=N/NC(=O)c1cccs1
  OX1R antag-1: -9	OX1R antag-2: 24
30	COc1ccccc1CNS(=O)(=O)c1cc(C(=O)NCC2CCCO2)c(Cl)cc1Cl (stereo unspecified)
  OX1R antag-1: -8	OX1R antag-2: 14
31	COC(=O)c1ccc(COC(=O)CNC(=O)c2cccc(OC)c2)o1
  OX1R antag-1: -10	OX1R antag-2: 4
32	O=[N+]([O-])c1ccc(NCCc2ccccc2)c(Br)c1
  OX1R antag-1: -25	OX1R antag-2: 19
33	N#C/C(=C\c1ccc(OC(=O)c2ccc(Br)s2)cc1)c1nc2ccccc2[nH]1
  OX1R antag-1: -11	OX1R antag-2: 5
34	CCOc1ccc2cc(/C=C/C(=O)c3ccco3)c(Cl)nc2c1
  OX1R antag-1: -43	OX1R antag-2: 21
35	Cc1oc(-c2ccc(Cl)cc2)cc1C(=O)NC1CCN(Cc2ccccc2)CC1
  OX1R antag-1: -41	OX1R antag-2: -3
36	CCC(C)N1CC23C=CC(O2)C(C(=O)OCc2ccccc2)C3C1=O (stereo unspecified)
  OX1R antag-1: -23	OX1R antag-2: 12
37	O=C(NC1(C(F)(F)F)C(=O)Nc2c1c(=O)[nH]c(=O)n2-c1ccc(F)cc1)c1cccnc1 (stereo unspecified)
  OX1R antag-1: -2	OX1R antag-2: 5
38	CCN(c1ccccc1)S(=O)(=O)c1ccc(OC)c(NC(=O)c2cccs2)c1
  OX1R antag-1: -23	OX1R antag-2: 31
39	COC(=O)CCC(=O)Nc1ccc(S(=O)(=O)N2CCc3ccccc32)cc1
  OX1R antag-1: 2	OX1R antag-2: 5
40	Cc1cc(C)cc(C(N)=Nc2cccc(C#N)c2)c1
  OX1R antag-1: -10	OX1R antag-2: 10
41	C[C@H](NC(=O)[C@H]1N2C(=O)c3ccccc3C2SC1(C)C)C(=O)NCC1CCCO1 (stereo partly specified)
  OX1R antag-1: -18	OX1R antag-2: 15
42	CC(=O)NS(=O)(=O)c1ccc(N2C(=O)CC(Sc3nccc(C)n3)C2=O)cc1 (stereo unspecified)
  OX1R antag-1: -9	OX1R antag-2: -2
43	CCCN(CC1CC1)c1nc(N)c2c(N)nc(OC)cc2c1C#N
  OX1R antag-1: -34	OX1R antag-2: 30
44	CCOC(=O)c1ccc(COC(=O)CCc2nc3ccccc3[nH]c2=O)o1
  OX1R antag-1: -12	OX1R antag-2: 8
45	CCOc1cc(C(=O)N2CCc3cc(OC)c(OC)cc3C2)ccc1OC(F)F
  OX1R antag-1: -32	OX1R antag-2: 8
46	O=C(O)/C=C/C(=O)N1CCN(S(=O)(=O)c2cc(C(F)(F)F)ccc2Cl)CC1
  OX1R antag-1: -17	OX1R antag-2: 16
47	COc1ccc(COCC(O)CN2CCc3ccccc3C2)cc1OC (stereo unspecified)
  OX1R antag-1: -15	OX1R antag-2: 24
48	COCCCNC(=O)/C(C#N)=C/c1c(N2CCN(c3cccc(Cl)c3)CC2)nc2c(C)cccn2c1=O
  OX1R antag-1: -33	OX1R antag-2: 8
49	Cc1ccc(NC(=O)c2ccccn2)c(Br)c1
  OX1R antag-1: -5	OX1R antag-2: 12
50	O=S(=O)(NCc1ccccn1)c1ccccn1
  OX1R antag-1: -8	OX1R antag-2: 13

51	C[C@H](CO)N1C[C@H](C)[C@@H](CN(C)S(=O)(=O)c2cccs2)Oc2ccc(NS(=O)(=O)c3ccccc3)cc2CC1=O
  OX1R antag-1: -15	OX1R antag-2: 4
52	CCOc1cc(/C=C2\CCCc3c2nc2ccccc2c3C(=O)O)ccc1OC
  OX1R antag-1: 32	OX1R antag-2: 133*
53	Cc1cnc([N+](=O)[O-])n1CCOC(=O)NC(=O)c1ccccc1Cl
  OX1R antag-1: 4	OX1R antag-2: 24
54	CC(C(=O)NC1CCCC1)N(C(=O)CS(=O)CC(=O)Nc1ccc(F)cc1)c1ccc2c(c1)OCCO2 (stereo unspecified)
  OX1R antag-1: -9	OX1R antag-2: 15
55	O=C(CCN1C(=O)c2ccccc2C1=O)Nc1ccccn1
  OX1R antag-1: -14	OX1R antag-2: 11
56	Cc1ccc(S(=O)(=O)N2CCN=C2SCc2ccccc2)cc1
  OX1R antag-1: -31	OX1R antag-2: 19
57	CC(=O)Nc1nonc1NC(=O)CSc1nc2ccccc2o1
  OX1R antag-1: -15	OX1R antag-2: 8
58	COCCN(C(=O)c1ccc(-c2ccc(Cl)cc2)o1)c1c(N)n(CC(C)C)c(=O)[nH]c1=O
  OX1R antag-1: -27	OX1R antag-2: 3
59	CCC(c1nnnn1C(C)(C)C)N(Cc1ccco1)Cc1cc2cccc(C)c2[nH]c1=O (stereo unspecified)
  OX1R antag-1: -39	OX1R antag-2: 13
60	CCOc1ccc(OCc2cccc(C(=O)N3CCOCC3)c2)cc1
  OX1R antag-1: -20	OX1R antag-2: 29
61	COc1cc(/C=N/NC(=O)c2ccc(N3CCCC3=O)cc2)ccc1O
  OX1R antag-1: -22	OX1R antag-2: 24
62	CCC(=O)N(Cc1ccccc1)c1ccccn1
  OX1R antag-1: -2	OX1R antag-2: 4
63	Cc1cc(=O)n2nc(N3CCCC3C(=O)NCc3ccccn3)sc2n1 (stereo unspecified)
  OX1R antag-1: 0	OX1R antag-2: 13
64	COc1cccc(-n2nnnc2SCC(=O)N2CCCc3ccccc32)c1
  OX1R antag-1: -22	OX1R antag-2: 19

An excerpt of these results, screen by screen:
59. CCC(c1nnnn1C(C)(C)C)N(Cc1ccco1)Cc1cc2cccc(C)c2[nH]c1=O (stereo unspecified)
54. CC(C(=O)NC1CCCC1)N(C(=O)CS(=O)CC(=O)Nc1ccc(F)cc1)c1ccc2c(c1)OCCO2 (stereo unspecified)
56. Cc1ccc(S(=O)(=O)N2CCN=C2SCc2ccccc2)cc1
60. CCOc1ccc(OCc2cccc(C(=O)N3CCOCC3)c2)cc1
64. COc1cccc(-n2nnnc2SCC(=O)N2CCCc3ccccc32)c1
52. CCOc1cc(/C=C2\CCCc3c2nc2ccccc2c3C(=O)O)ccc1OC
63. Cc1cc(=O)n2nc(N3CCCC3C(=O)NCc3ccccn3)sc2n1 (stereo unspecified)
assay / entry | 59 | 54 | 56 | 60 | 64 | 52 | 63
OX1R antag-1 | -39 | -9 | -31 | -20 | -22 | 32 | 0
OX1R antag-2 | 13 | 15 | 19 | 29 | 19 | 133* | 13

Reprinted at random: 4 records from the list, in no set order.
36	CCC(C)N1CC23C=CC(O2)C(C(=O)OCc2ccccc2)C3C1=O (stereo unspecified)
  OX1R antag-1: -23	OX1R antag-2: 12
60	CCOc1ccc(OCc2cccc(C(=O)N3CCOCC3)c2)cc1
  OX1R antag-1: -20	OX1R antag-2: 29
48	COCCCNC(=O)/C(C#N)=C/c1c(N2CCN(c3cccc(Cl)c3)CC2)nc2c(C)cccn2c1=O
  OX1R antag-1: -33	OX1R antag-2: 8
47	COc1ccc(COCC(O)CN2CCc3ccccc3C2)cc1OC (stereo unspecified)
  OX1R antag-1: -15	OX1R antag-2: 24
